Source: PubChem (several laboratories)
AddAB inh: growth inhibition of E. coli expressing H. pylori AddAB, primary screen, AddAB inhibitor project, absorbance. 330,000 tested, 0.29% active. inhibition, % at 11.9 µM; in the data active means inhibition above about 12%;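 further: 0% = vehicle wells of infected cells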
PKA-R2B activ: activators of PKA-R2B holoenzyme, primary screen, biochemical, fluorescence polarization, Cy5-IP20, human; cAMP-dependent protein kinase catalytic subunit beta (Homo sapiens) + cAMP-dependent …; PKA-R2B holoenzyme dissociation; R2B truncated from residue 108, S112A mutant; 0% DMSO only, 100% 113 µM cGMP; activation, % at 11.4 µM; 340,000 tested, 0.079% active; AID 504700, 2011;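 active means activation above a cutoff set at the mean over all compounds plus 3 SD, cut at about 18% in these data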;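 further: higher means more holoenzyme dissociation and a rise in polarization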
Target sequence (P31323 whole entry, looked up, other chains not shown, the tested form may be a part): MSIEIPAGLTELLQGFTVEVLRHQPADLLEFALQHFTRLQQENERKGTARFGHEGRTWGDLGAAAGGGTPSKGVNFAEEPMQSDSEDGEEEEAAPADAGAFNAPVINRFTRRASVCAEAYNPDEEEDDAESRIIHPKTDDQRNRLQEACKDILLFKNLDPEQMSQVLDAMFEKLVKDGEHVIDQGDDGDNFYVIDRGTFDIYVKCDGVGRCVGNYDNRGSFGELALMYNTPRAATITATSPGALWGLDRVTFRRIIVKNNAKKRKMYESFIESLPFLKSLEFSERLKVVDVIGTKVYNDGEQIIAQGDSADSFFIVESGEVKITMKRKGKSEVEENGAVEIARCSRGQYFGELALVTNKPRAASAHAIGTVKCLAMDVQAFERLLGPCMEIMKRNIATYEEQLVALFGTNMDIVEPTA
Mot1-301 SUMO: yeast Mot1-301 growth rescue at high temperature, primary screen, SUMOylation pathway inhibitor project, S. cerevisiae, ATP luminescence, 38.5C; S. cerevisiae Mot1-301 growth rescue; percent above DMSO median, 100 means doubled; growth rescue, % at 18.8 µM; 320,000 tested, 1% active;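 active means every valid replicate shows activation above 250% relative to neutral control wells; inactive means the rest, any valid replicate at or below 250%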;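 further: OY570 slx delta 5 strain wells were the positive control but not used for scaling; some compounds called inactive have numbers as strong as hits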
HTR5A inv ctr: HTR5A inverse agonists in luminescence cell assay, primary screen, counter-screen for OPRM1-OPRD1 heterodimer inverse agonist project, full-deck HTS. HTR5A cell line, inverse agonism. inhibition, % at 9.3 µM. 340,000 tested, 0.083% active; in the data active means inhibition mostly above about 23%, no sharp cut-off; inactive means mostly below about 18%;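 further: 0% = cells with DMSO and 100% = no-cell wells with DMSO; some compounds called inactive have numbers as strong as hits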
Tat export inh: E. coli Tat export inhibitors, primary screen, MC4100, TorA-mCherry reporter, fluorescence, single point; inhibition, % at 10 µM; AID 488895, 2010; 340,000 tested, 0.036% active;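 active means mean replicate inhibition at least 50% and at least half of replicates individually reaching 50%; inconclusive means only one of the two criteria met; inactive means neither criterion met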;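 further: exported cargo escapes ClpAP degradation while cytoplasmic cargo is degraded and loses fluorescence; 0% = median of neutral control wells and 100% = median of NaSCN control wells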
CDK5 p35 inh: inhibitors of human CDK5/p35 kinase, primary screen, biochemical, single concentration. Recombinant CDK5/p35, ADP-Glo luminescence, 60 min. Cyclin-dependent kinase 5 (Homo sapiens) + Cyclin-dependent kinase 5 activator 1 (Homo …. 330,000 tested, 0.01% active. AID 488839, 2010. inhibition, % at 10 µM;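 active means highest replicate inhibition of at least 50% and at least 75% of replicates reaching 50%; inconclusive means only one of the two criteria met; inactive means both criteria failed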;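 further: plate controls were DMSO neutral control for no effect and GW8510 at 10 µM for full effect; many of its hits are not listed in these tables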
Target sequence (Q00535 whole entry, looked up): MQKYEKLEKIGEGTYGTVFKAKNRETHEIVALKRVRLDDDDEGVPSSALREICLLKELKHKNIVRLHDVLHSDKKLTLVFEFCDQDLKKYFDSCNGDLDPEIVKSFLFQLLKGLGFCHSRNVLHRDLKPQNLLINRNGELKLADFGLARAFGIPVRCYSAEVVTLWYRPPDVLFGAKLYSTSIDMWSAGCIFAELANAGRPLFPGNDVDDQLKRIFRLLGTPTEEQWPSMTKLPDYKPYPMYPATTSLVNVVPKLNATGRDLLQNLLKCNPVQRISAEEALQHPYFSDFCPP
Target sequence (Q15078 whole entry, looked up): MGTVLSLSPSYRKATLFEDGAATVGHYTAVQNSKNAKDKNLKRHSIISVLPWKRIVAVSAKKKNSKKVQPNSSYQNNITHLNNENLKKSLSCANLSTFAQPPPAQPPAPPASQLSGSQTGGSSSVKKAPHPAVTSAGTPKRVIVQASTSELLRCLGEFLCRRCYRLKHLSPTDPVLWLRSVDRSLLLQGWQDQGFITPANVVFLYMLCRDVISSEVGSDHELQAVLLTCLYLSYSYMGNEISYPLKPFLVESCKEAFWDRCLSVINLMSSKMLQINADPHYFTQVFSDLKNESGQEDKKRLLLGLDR
PKA-R1A activ: activators of PKA-R1A holoenzyme, primary screen, biochemical, fluorescence polarization, Cy5-IP20, bovine R1A, mouse PKAc | cAMP-dependent protein kinase type I-alpha regulatory subunit (Bos taurus) + … | PKA-R1A dissociation; scaled: DMSO 0%, 113 µM cGMP 100% | activation, % at 11.4 µM | 340,000 tested, 0.083% active | AID 504707, 2011;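 active means percent activation above the mean of all tested compounds plus 3 SD, cut at about 19% in these data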;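 further: higher means more PKAc released from R1A so a rise in polarization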
DAGLB inh: DAGLB lipase inhibitors, primary screen, biochemical, fluorescence, HTS. Diacylglycerol lipase-beta (Homo sapiens), Q8NCG7. HEK293T DAGLB membrane lysate, EnzChek fluorogenic substrate. inhibition, % at 5.17 µM. 340,000 tested, 0.059% active. AID 504411, 2011; in the data active means inhibition above about 34%;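 further: 0% = enzyme with vehicle and 100% = wells lacking enzyme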
phage Ecoli inh: growth loss of phage-infected E. coli, primary screen, RecBCD inhibitor project, absorbance, with phage, HTS | inhibition, % at 11.9 µM | 360,000 tested, 0.26% active; in the data active means inhibition above about 11%
Ecoli viability: E. coli V3065 growth inhibition, primary screen, counter-screen for AddAB inhibitor project, absorbance, OD600; 18 h; inhibition, % at 11.9 µM; 330,000 tested, 0.27% active;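 active means inhibition above the campaign's mean inhibition across all tested compounds plus 3 SD, cut at about 9.9% in these data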;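 further: uninfected addAB+ strain grown without phage in ampicillin broth; 0% = DMSO wells and 100% = ciprofloxacin 0.95 µg/ml wells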
HTR5A ag: HTR5A agonists in luminescence cell assay, primary screen, counter-screen for OPRM1-OPRD1 heterodimer agonist project, full-deck HTS. 5-hydroxytryptamine receptor 5A (Homo sapiens), P47898. cell-based. activation, % at 9.3 µM. 340,000 tested, 0.61% active; in the data active means activation mostly above about 9.5%, no sharp cut-off; inactive means mostly below about 7.6%;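 further: 0% = cells with vehicle only and 100% = reference agonist; strong numbers were not always called active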
Numbers without * were called inactive; ? = inconclusive; nt = no result given.

Below each compound: Mot1-301 SUMO	Tat export inh	DAGLB inh	HTR5A ag	PKA-R1A activ	Ecoli viability	HTR5A inv ctr	PKA-R2B activ	phage Ecoli inh	CDK5 p35 inh	AddAB inh
1: Cc1csc2nc(O)c(C(=O)NC3CCCCC3C)c(=O)n12 (stereo unspecified)
  -8	1	4	1	-12	1.6	3	3	4.4	-0.5	3.0
2: CC1CC(C)(C)CC2(C1)NC(=O)N(CC(=O)Nc1ccc3[nH]c(=O)[nH]c3c1)C2=O (stereo unspecified)
  -6	-3	1	5	-2	-0.9	-13	-3	-0.5	0.8	0.0
3: COc1ccc2nc(C)cc(N3CC(C)OC(C)C3)c2c1 (stereo unspecified)
  -15	4	0	-2	7	1.1	12	4	1.4	-4.1	1.1
4: Cc1nc(CC(=O)N2CCN(c3cccc(C)c3C)CC2)cs1
  -9	11	-2	5	7	3.0	-27	6	-0.2	-0.2	-0.3
5: COc1cccc(NC(=O)CSC2=C(C#N)C(c3ccco3)C3=C(CCCC3=O)N2)c1 (stereo unspecified)
  -4	5	-3	0	-2	2.5	4	3	1.6	1.7	0.2
6: N#Cc1cnn2c(-c3ccccc3)ccnc12
  -25	-4	-10	-2	-7	-3.6	6	-13	2.5	0.4	3.6
7: Cc1ccc(OCC(=O)N[C@@H](C)c2nnc3ccccn23)cc1C
  7	-3	-2	4	-1	1.8	2	4	2.7	-3.9	0.4
8: CC(=O)Nc1ccc(NC(=O)C2CC(=O)N=C(N)S2)cc1 (stereo unspecified)
  341	-5	1	-1	6	-1.1	-6	-7	1.3	-2.0	-0.2
9: COc1ccc(CNc2nc3nc(C)cc(C)n3n2)cc1OC
  17	-13	2	4	-11	1.4	0	-7	0.9	0.9	-0.1
10: O=C(c1ccoc1)N1CCC2(CCCN(Cc3ccc(F)c(F)c3)C2)C1 (stereo unspecified)
  -4	2	-1	4	10	nt	-8	-12	1.7	-8.4	nt
11: COc1ccccc1C(=O)NC(=O)COC(=O)c1ccc(Cl)nc1
  40	-7	0	2	2	-0.8	9	3	1.9	1.0	1.1
12: CCOc1ccc(NC(=O)N(CCC(C)C)C(C)c2ccco2)cc1 (stereo unspecified)
  -1	3	-6	1	-6	-2.1	-10	1	1.3	nt	0.2
13: CN(CC(=O)Nc1cccc(S(=O)(=O)N2CCCC2)c1)CC(=O)Nc1ccc(Cl)c(C(F)(F)F)c1
  -25	9	-1	9	-6	1.4	-24	-12	4.6	0.6	3.0
14: O=C(CSc1nnc(Cc2cccs2)n1C1CCCCC1)N1CCN(C(=O)c2ccco2)CC1
  -23	6	0	0	-6	-2.5	-14	7	0.0	-0.5	1.3
15: C=CCOC(=O)C1=C(C)NC(=O)NC1c1ccc(OC(=O)c2ccco2)c(OC)c1 (stereo unspecified)
  nt	0	1	-1	-1	2.9	0	-6	3.4	0.6	3.7
16: CC12CCC(C(=O)N3CCCc4ccccc43)(OC1=O)C2(C)C (stereo unspecified)
  -16	23	0	0	-5	0.3	0	-8	1.4	0.0	2.7
17: c1ccc(OCc2nnc(-c3ccccc3)o2)cc1
  nt	2	-8	0	0	1.3	-22	-7	-0.6	-0.2	0.3
18: COc1cc2c(cc1OC)C(c1cccc(OC)c1OC)CC(=O)N2 (stereo unspecified)
  4	1	-2	0	-10	0.2	1	-4	2.0	-0.5	0.1
19: CC(C)(C)OC(=O)NNC(=O)Nc1ccccc1C(F)(F)F
  -18	-15	-3	2	5	-1.2	-6	2	2.3	2.9	3.0
20: CCN(CC)CC(=O)N(CC(=O)Nc1c(C)cc(C)cc1C)C1CCCCC1
  -24	?	0	-1	-17	2.3	-3	-13	2.2	-1.0	1.9

The listing continues:
Below each compound: Mot1-301 SUMO	Tat export inh	DAGLB inh	HTR5A ag	PKA-R1A activ	Ecoli viability	HTR5A inv ctr	PKA-R2B activ	phage Ecoli inh	CDK5 p35 inh	AddAB inh
21: COc1ccc(CC(=O)NCCC(C)C)cc1S(=O)(=O)N1CCOCC1
  13	4	3	3	-1	0.2	-8	-5	1.8	2.0	2.7
22: COc1ccc(-n2cnc3cc(N)ccc32)cc1
  -12	1	2	1	-2	-3.0	10	-2	-1.9	-1.5	4.2
23: CCOC(=O)c1c(N)sc2c1CCS(=O)(=O)C2
  -3	7	-2	-1	6	-0.6	-5	6	3.2	2.3	0.0
24: CCN(CC(=O)Nc1ccccc1OC)C(=O)c1ccc(N(C)S(=O)(=O)c2ccc(C)cc2)cc1
  -3	4	1	4	-11	1.7	-9	-16	-0.6	-2.5	0.0
25: CCOc1ccc(-n2cc(-c3ccccc3)c3c(=O)[nH]cnc32)cc1
  -6	10	0	-1	-10	2.0	2	-14	3.1	0.8	2.2
26: CCN(Cc1ccccc1)Cc1cc(OC)cc(OC)c1
  -26	5	-6	9	1	-0.7	4	6	3.1	2.4	-0.5
27: Cc1cccc(C)c1NC(=O)CSCc1cccc(CSCC(=O)Nc2c(C)cccc2C)n1
  nt	-2	2	2	11	0.9	-13	-5	0.8	-0.6	0.3
28: COc1cccc(C(=O)Nc2ccc(NC(=O)C3C4C=CC(C4)C3C(=O)O)cc2)c1 (stereo unspecified)
  -8	4	-2	7	-12	2.4	-24	-12	-1.4	1.8	3.2
29: CCc1c(C)sc(NC(=O)c2ccccc2[N+](=O)[O-])c1C(N)=O
  -9	-6	2	2	-9	-2.1	-6	-4	3.2	0.0	-2.0
30: Cc1nnc2ccc(-c3ccc(NS(=O)(=O)c4ccccc4[N+](=O)[O-])cc3)nn12
  9	2	1	1	-6	-1.1	-2	6	-0.6	0.0	0.2
31: Cn1nnc(C(O)CN2CCOCC2)n1 (stereo unspecified)
  nt	-6	-1	-6	2	1.3	9	-10	-0.1	-1.1	2.2
32: COc1ccc([N+](=O)[O-])cc1N(CC(O)CN1CCCCC1)S(=O)(=O)c1ccccc1 (stereo unspecified)
  8	-4	0	3	8	-2.8	-7	-1	1.9	1.5	1.2
33: Brc1ccccc1-c1csnn1
  11	-6	3	4	-6	-1.4	5	0	2.6	1.2	-2.2
34: Cc1ccc(C)c(C(=O)CCC(=O)Nc2cccnc2)c1
  12	-6	4	4	-16	-2.3	-10	-3	3.6	2.0	-0.1
35: O=C(C1=C(O)C(=O)N(CCN2CCOCC2)C1c1cccc(F)c1)c1cc2ccccc2o1 (stereo unspecified)
  -8	0	-1	1	-2	1.6	-5	-10	1.4	-0.3	3.1
36: O=C(NC(=S)NNC(=O)c1ccccc1O)c1ccccc1
  12	?	4	5	0	10*	-17	4	9.9	-0.4	13*
37: OCCNc1nc(C2CC2)nc2c1nnn2Cc1ccccc1Cl
  114	2	1	-1	-10	-2.4	-10	-7	0.7	0.1	0.8
38: Cn1c(-c2c(N)n(-c3ccccc3)c3nc4ccccc4nc23)nc2ccccc21
  119	-5	-1	-1	1	-4.3	2	9	-1.3	-0.9	-0.8
39: Cc1cc(C(F)F)n2nc(C(=O)Nc3ccc(F)cc3F)nc2n1
  nt	-4	4	2	2	1.4	-12	-4	3.7	-2.0	2.4
40: COc1cc(OC)c(C(=O)NC2CCCCCC2)cc1OC
  -22	1	0	-2	-3	-0.1	7	4	-0.6	-1.7	0.8

Further results follow.
Below each compound: Mot1-301 SUMO	Tat export inh	DAGLB inh	HTR5A ag	PKA-R1A activ	Ecoli viability	HTR5A inv ctr	PKA-R2B activ	phage Ecoli inh	CDK5 p35 inh	AddAB inh
41: CC(C)Nc1ncnc2c1nnn2Cc1ccccc1
  -4	-6	0	5	-8	0.2	-3	2	1.1	nt	0.7
42: O=C(OCC(=O)N1CCN(c2ccccc2)CC1)c1ccc(O)cc1O
  -10	2	1	2	9	0.1	3	-5	-1.0	-0.5	4.3
43: Cc1csc2nc(O)c(C(=O)NCCCN3CCCC3=O)c(=O)n12
  -16	-5	2	2	-5	0.2	-19	-16	2.1	0.1	0.8
44: Cn1c(=O)n(C)c2cc(N3CCOCC3)c(NC(=O)c3ccc(F)cc3)cc21
  0	-5	1	0	9	-3.1	8	13	0.4	-1.2	-0.6
45: Cc1c(NC(=O)CSc2ncnc3ccccc23)c(=O)n(-c2ccccc2)n1C
  17	-19	2	5	4	-0.8	-13	-2	-0.5	1.9	-0.5
46: Cc1ccc(S(=O)(=O)N2CCCCC2)cc1C(=O)N1C(C)CCCC1C (stereo unspecified)
  5	0	-1	0	-7	0.7	0	-7	-0.5	2.5	-1.9
47: COc1ccc(S(=O)(=O)N2CCC(C(=O)NCCc3ccc4c(c3)OCO4)CC2)cc1
  3	3	-1	6	3	0.1	-17	-2	1.9	0.3	3.0
48: COc1ccc(C(=O)C2CCCN(Cc3cccc4c3OCO4)C2)cc1OC (stereo unspecified)
  -2	5	0	3	-3	1.1	-7	11	3.9	0.4	4.5
49: N=C1C(c2ccccc2)=C(O)CN1c1cccc(S(=O)(=O)N2CCOCC2)c1
  -1	-2	2	8	-10	2.0	-21	-1	-0.3	0.6	1.5
50: N#Cc1cccc(-n2nnnc2-c2ccccn2)c1
  0	7	-1	0	1	0.2	30	-7	1.6	2.5	-0.5
51: CCOC(=O)CNC(=O)Cn1cnc2c(nnn2-c2ccc(C)cc2)c1=O
  26	4	-1	1	8	-0.7	-8	-2	4.3	0.5	0.8
52: CC(C)NC(=O)C(=O)NC1CCCCCC1
  1	4	-1	4	1	-0.2	1	-4	1.0	1.0	-0.6
53: CCOC(=O)C(C(=O)N(C)Cc1ccccc1)C1CCCCC1 (stereo unspecified)
  4	-2	-5	7	-8	1.2	-24	-6	1.6	0.0	1.2
54: Fc1ccc2nc3n(c2c1F)CCCCCC3
  2	0	1	-3	-3	-1.5	-24	7	1.1	1.4	0.5
55: CCCn1c(=O)c2[nH]cnc2n(-c2ccccc2C)c1=O
  41	-1	1	2	3	0.0	1	9	2.2	1.7	-1.1
56: Cc1cccc(NC(=O)C2CCCN(C(=O)NCc3ccccc3)C2)c1C (stereo unspecified)
  13	3	1	2	0	0.0	16	9	-0.6	-0.7	3.8
57: Cc1ccc(NC(NC(=O)c2ccccn2)C(Cl)(Cl)Cl)cc1 (stereo unspecified)
  18	-1	2	-5	-13	-0.9	25	4	0.8	-0.7	0.9
58: NC(=O)C1(N2CCCCC2)CCN(Cc2ccccc2Cl)CC1
  66	1	-1	0	-2	1.6	-1	5	1.1	1.5	1.3
59: CCOP1(=O)C=C(C(C)(C)C)OC1c1ccc(F)cc1 (stereo unspecified)
  -8	4	-1	3	-7	0.8	-10	1	1.6	-1.4	1.3
60: CN(C)CCNC(=O)Cn1nc(-c2ccc(Cl)cc2)ccc1=O
  10	1	1	3	-8	-2.8	15	6	4.4	nt	0.7
